All columns: NCI-60 one-dose screen, growth in % after 48 h at 10 µM unless noted; 100 = growth as untreated, 0 = no growth, -100 = all killed.
SNB-19 – SNB-19 CNS cancer cells | AID 1794751 | actives 2.5% (n = 81,000)
SF-539 – SF-539 CNS cancer. actives 6.8% (n = 81,000). AID 1794752
OVCAR-8 – OVCAR-8 ovarian cancer; actives 4.4% (n = 81,000); AID 1794782
SF-295 – SF-295 CNS cancer cells. AID 1794758. actives 5.6% (n = 79,000)
U251 – U251 CNS tumor cells; actives 5.4% (n = 80,000); AID 1794753
PC-3 – PC-3 prostate cancer cells; actives 3.9% (n = 80,000)
SF-268 – SF-268 CNS cancer cells. AID 1794759. actives 3.1% (n = 82,000)
OVCAR-3 – OVCAR-3 ovarian cancer | actives 7% (n = 79,000)
DU-145 – DU-145 prostate cancer | actives 4.2% (n = 81,000)
The depositor's hits bear a star; · = not tested or not shown; & = joins results of further samples. How the source made its calls: active means growth percent below 10; inactive means the rest.

SMILES	SNB-19	SF-539	OVCAR-8	SF-295	U251	PC-3	SF-268	OVCAR-3	DU-145
CS(=O)(=O)c1cccc(-c2c(-c3cccc(OCc4ccc(F)cc4)c3)nc3sccn23)c1	77	82	69	76	75	56	68	82	88
NC(N)=Nc1nc2ccc(Cl)cc2[nH]1	·	96	102	98	106	97	100	105	110
Cc1nc(NC(=O)Nc2ccccc2)sc1C(=O)NNC(=O)Nc1ccccc1	96	105	107	75	99	98	108	124	111
Cc1ccc2c(-c3cc(-c4ccccc4)nc(N)c3C#N)cc(=O)oc2c1	94	95	·	109	100	89	99	106	107
CCOC(=O)CCC[P+](c1ccccc1)(c1ccccc1)c1ccccc1	96	89	82	105	53	70	83	46	90
CCOC(=O)CN1/C(=N/c2sc3c(c2C(=O)OCC)CCN(C(=O)OCC)C3)SC(=O)/C1=C\C(=O)OC	91	94	75	98	85	72	91	92	104
CCOc1ccc(NC(=O)CC2Sc3ccccc3NC2=O)cc1 (configuration not stated)	110	92	97	101	85	85	90	92	100
Fc1ccc(-c2csc(Nc3cccc(Nc4nc(-c5ccc(F)cc5)cs4)c3)n2)cc1	70	71	68	90	63	35	58	57	68
O=C(NNc1nc(N2CCOCC2)nc(N2CCOCC2)n1)c1ccccc1	107	106	105	·	104	106	99	108	105
CC[C@@H](C(=O)[C@H](C)[C@H](O)[C@@H](C)[C@H]1O[C@H]([C@@H](CC)C(=O)O)CC[C@H]1C)C1O[C@]2(C=C[C@@H](O)[C@]3(CC[C@@](C)([C@H]4CC[C@](O)(CC)[C@H](C)O4)O3)O2)[C@H](C)C[C@@H]1C (some centres not stated)	-13*	2.5*	49	-13*	14	27	38	26	51
O=C(CCCCCCC(=O)ON1C(=O)CCC1=O)ON1C(=O)CCC1=O	95	105	125	97	102	89	113	103	115
CN1C(C(=O)Nc2ccccn2)=C(O)c2sc(Cl)cc2S1(=O)=O	104	117	96	95	95	88	100	105	106
c1ccc2[nH]ccc2c1	99	101	93	97	102	87	101	106	114
O=C(O)c1ccc(Cl)c2c1C(=O)c1ccccc1C2=O	105	97	105	108	107	90	96	107	106
CN(C)n1cc(C#N)c(=O)[nH]c1=O	111	96	102	109	104	93	98	108	111
CN(C)c1ncnc2c1cnn2C	99	94	95	94	101	85	85	104	104
COc1c(B(O)O)cccc1-c1cc(C)c2c(ccc3[nH]ncc32)n1	91	25	64	88	88	84	63	113	81
Cc1cc(Cl)nc(N(CCCNc2ccnc3cc(Cl)ccc23)Cc2cccs2)n1	43	3.3*	7.5*	13	8.7*	10	39	26	31
O=S(=O)(O)c1cccc2cccnc12	106	109	112	109	113	87	95	95	120
O=C(CC(CC(=O)c1ccc(Cl)cc1)c1ccc(O)cc1)c1ccc(Cl)cc1	99	119	93	93	91	78	85	100	97
O=C(Cc1ccccc1)NCCCN(CCc1ccccc1)CCc1ccccc1	95	101	103	94	99	91	92	96	107
O=C(CSc1nnc(-c2ccc(Cl)cc2)n1-c1ccccc1)Nc1ccc(C(=O)/C=C/c2ccccc2)cc1	94	103	100	108	100	91	101	107	106
CC1CN(C2CCCCC2)C(=O)NC1=O (configuration not stated)	97	106	104	108	110	94	105	111	113
CN(c1ccccc1)c1ccc2c(c1)OCCC21CC1Nc1cnccc1C(=O)O (configuration not stated)	67	53	55	44	44	52	60	77	89
CC[C@]12C=CCN3CC[C@@]4(c5ccc(OC)cc5N(C)[C@H]4[C@@](O)(C(=O)OC)[C@@H]1OC(=O)CCCP(=O)(c1ccccc1)c1ccccc1)[C@@H]32	72	95	89	95	84	60	83	85	96
SMILES	SNB-19	SF-539	OVCAR-8	SF-295	U251	PC-3	SF-268	OVCAR-3	DU-145
CC(C(=O)N1CCN(c2ccc(F)cc2)CC1)c1ccc(NS(=O)(=O)c2ccccc2)cc1 (configuration not stated)	99	90	101	91	95	75	98	105	103
O=[N+]([O-])c1ccc(-c2nc(Cl)c3c(n2)CCCC3)o1	91	95	85	115	79	89	89	108	31
COc1ccc(-c2nc(-c3ccccc3)c(-c3ccccc3)n2C2CC2)cc1OC1CCCCC1	84	81	55	55	44	43	56	58	73
CCCC(=O)N(C(C)C)C(C)C	99	97	107	97	100	101	101	110	110
CC(C)(C)CC(C)(C)C1=CC(=O)C(C(C)(C)CC(C)(C)C)=CC1=O	103	93	108	101	109	97	105	102	104
NS(=O)(=O)c1ccc(Nc2nc(SCC(=O)c3ccc(Cl)cc3)nc3ccccc23)cc1	98	88	96	95	95	90	104	102	97
O=C(Nc1ccc(Cl)cc1)NN1CCCCCC1	99	104	98	111	91	103	105	112	109
N#CSc1cc(S(N)(=O)=O)ccc1N	102	102	102	120	101	109	108	113	115
CCC(C)C1CCC(O)CC1 (configuration not stated)	112	95	100	105	99	100	99	108	101
O=C(CSc1nnc(-c2ccccc2)o1)Nc1ccc(C(=O)/C=C/c2ccccc2)cc1	65	85	60	77	44	77	66	42	63
Cc1ccc(NC(=O)C#N)cc1	103	100	98	110	·	·	104	110	115
CN1CCC(=C2c3ccccc3C=Cc3ccccc32)CC1	92	87	85	88	60	65	80	104	·
CC1(O)c2ccccc2N2C(=O)NC(=O)C23OC1C(O)C3O (configuration not stated)	102	99	101	115	107	98	92	101	105
C[C@H](c1c(F)cccc1F)n1nnc(C(N)=O)c1C(N)=O	97	98	99	101	103	103	105	113	112
CCOC(=O)c1ccc2c(c1)nc(/C=C/c1ccc(OC)cc1)n2-c1cc(C(C)(C)C)[nH]n1	87	·	89	90	92	87	91	83	105
Cc1cccc(N(C)C(=S)Oc2ccc3ccccc3c2)c1	95&97	90	94&112	100&116	102&105	90&94	118&96	121&99	130&109
CNC(=O)c1cc(Oc2ccc3nc(NC(=O)Nc4ccc(Cl)c(Cl)c4)sc3c2)ccn1	75	22	-35*	-0.7*	24	-25*	12	25	35
NC(=S)NN=C1CSSC1	59	71	49	52	31	54	69	61	60
O=C1CSC(c2ccccc2)N1c1ccccc1 (configuration not stated)	99	108	102	97	102	91	105	112	107
Nc1nc(-c2cccc(Cl)c2)cc(-c2cc3cc(Br)ccc3oc2=O)n1	92	94	87	82	97	·	79	89	106
CC1(C)O[C@@H]2[C@H]3OC(C)(C)O[C@H]3[C@@H](O)[C@H](O)[C@H]2O1	100	100	103	103	100	102	107	120	110
CCOC(=O)c1c(C)[nH]c(Cc2[nH]c(C)c(C(=O)OCC)c2C)c1C	102	101	103	89	100	86	85	91	94
COc1cc(-c2nnc(-c3nc(-c4cc(OC)c(OC)c(OC)c4)n4ccccc34)o2)ccc1N	78	99	51	·	64	69	84	78	85
NC(N)=NCCCCNC(=O)/C(Cc1ccc(O)c(Br)c1)=N/O	97	97	105	99	109	97	67	97	105
CCCCCCCCCCC(O)CO (configuration not stated)	121	108	81	108	111	94	106	104	121
SMILES	SNB-19	SF-539	OVCAR-8	SF-295	U251	PC-3	SF-268	OVCAR-3	DU-145
Cc1cccc(Cc2cnc(NC(=O)c3ccc4noc(-c5ccc(Cl)cc5)c4c3)s2)c1	88	81	86	101	99	80	101	107	102
O=C1/C(=C/c2ccccc2F)CN(C(=O)C(Cl)Cl)C/C1=C\c1ccccc1F	-84*	-86*	2.7*	-46*	-85*	-41*	-0.3*	-94*	-63*
O=C(CSc1oc(-c2ccccc2)nc1S(=O)(=O)c1ccccc1)c1ccc(Cl)cc1	101	112	93	90	89	77	89	105	102
Cc1cc2c(cc1C)C(=O)CCC2	100	99	105	98	99	99	73	107	115
Cc1ccccc1NC(=O)Oc1ccc(Cl)cc1Cl	100	101	100	108	101	101	102	110	113
O=C(CC(O)(C(F)(F)F)C(F)(F)Cl)CC(O)(C(F)(F)F)C(F)(F)Cl (configuration not stated)	102	102	100	98	86	89	93	105	102
CCCCCCCCCCCCCCCCCC(=O)OCC1CCCO1 (configuration not stated)	104	111	103	103	105	100	114	117	114
O=C(CCCn1c(=O)oc2ccccc21)Nc1nc2c(s1)CCCC2	115	95	112	104	111	107	113	115	106
COc1cccc(C(=O)N(c2cccc(C)c2C)C(C(=O)NC(C)(C)C)c2cc3c(C)cc(C)cc3nc2Cl)c1 (configuration not stated)	76	94	77	64	59	28	71	75	82
C=C1CCC2C3(C)COC(c4ccc(SC)cc4)OC3CCC2(C)C1C/C=C1/C(=O)OCC1O (configuration not stated)	109	·	35	82	61	58	89	71	88
COc1ccc2c(c1)c(-c1nc(-c3ccsc3)cs1)cn2C(=O)OC(C)(C)C	106	104	101	105	99	·	107	97	101
CCN(CC)CCNCC(=O)Oc1ccc(/C=C/C(=O)CC(=O)/C=C/c2ccc(OC(=O)CNCCN(CC)CC)c(OC)c2)cc1OC	22	-36*	4.0*	27	13	14	14	13	-57*
Cc1cc(NC(=O)OC(C)C)ccc1-c1ccc(NC(=O)OC(C)C)cc1C	101	100	113	122	91	71	101	112	107
CCC1(c2ccccc2)C(=O)Nc2ccc(OC)cc21 (configuration not stated)	99	104	99	105	100	102	107	130	124
O=C(Nc1nc(-c2ccccc2)cc(-c2ccc(Cl)cc2)n1)c1ccncc1	90	102	100	100	93	91	94	99	103
Nc1ccc(S(=O)(=O)c2ccc(N)cn2)cc1	103	86	104	97	94	96	106	112	113
N#Cc1c(-c2ccc(F)cc2)nc(SCc2ccccc2)nc1N1CCN(c2ccccc2)CC1	96	103	108	110	106	91	98	118	107
Nc1ncc2c(n1)CCCC2	101	98	98	97	102	92	98	107	110
CN1C(=S)NC(c2ccc3c(c2)OCO3)C(C(=O)O)=C1CCl (configuration not stated)	104	96	97	101	98	100	102	111	115
COc1ccc(C2=NOC(CC(=O)N3CCNCC3)C2)cc1OC1CCCC1 (configuration not stated)	99	97	105	99	102	101	98	112	112
N#Cc1nc(-c2ccccc2)oc1S(=O)(=O)NCC(c1ccc(Cl)cc1)N1CCCCC1 (configuration not stated)	88	87	71	102	74	79	78	62	84
CN(C)CCCN1c2nc3ccccc3cc2Sc2cc3ccccc3nc21	-56*	-95*	-67*	-75*	-84*	·	27	-81*	·
CCN1CCN(Cc2ccc(NC(=O)c3cccc(-n4cc(-c5ccc(NC(C)=O)nc5)nn4)c3)cc2C(F)(F)F)CC1	122	73	99	93	87	112	123	131	104
Cc1ccc(-c2nc(C(=O)O)c(S(=O)(=O)c3ccc(C)cc3)o2)cc1	95	101	100	106	96	100	103	121	110
COc1ccc2cc(C(C)C(=O)Nc3ccc(-c4n[nH]c(=S)n4C4CCCCC4)cc3)ccc2c1 (configuration not stated)	80	84	76	61	57	39	66	86	89

Compounds above that contain a thiophene ring, fused or not (4):
SMILES	SNB-19	SF-539	OVCAR-8	SF-295	U251	PC-3	SF-268	OVCAR-3	DU-145
CCOC(=O)CN1/C(=N/c2sc3c(c2C(=O)OCC)CCN(C(=O)OCC)C3)SC(=O)/C1=C\C(=O)OC	91	94	75	98	85	72	91	92	104
CN1C(C(=O)Nc2ccccn2)=C(O)c2sc(Cl)cc2S1(=O)=O	104	117	96	95	95	88	100	105	106
Cc1cc(Cl)nc(N(CCCNc2ccnc3cc(Cl)ccc23)Cc2cccs2)n1	43	3.3*	7.5*	13	8.7*	10	39	26	31
COc1ccc2c(c1)c(-c1nc(-c3ccsc3)cs1)cn2C(=O)OC(C)(C)C	106	104	101	105	99	·	107	97	101

The list goes on.
SMILES	SNB-19	SF-539	OVCAR-8	SF-295	U251	PC-3	SF-268	OVCAR-3	DU-145
Brc1ccc(CSc2ncnc3nc[nH]c23)cc1	97	93	103	94	99	99	106	·	107
Cn1c(N)cc(=O)n(C)c1=O	101	99	107	95	100	103	107	106	114
CC(C)C(CCC(=O)O)CC(=O)O (configuration not stated)	112	99	103	101	104	100	101	107	105
CCOC(=O)c1noc2c1CCc1cn(Cc3ccccc3)cc1-2	111	97	114	96	99	103	98	103	108
Cc1ccc(C(=O)O)c(O)c1	84	94	98	100	96	85	102	104	106
Nc1ccc(-c2ccc(F)cc2F)nc1NC(=O)N1Cc2cn(CC3COC3)nc2C1	102	84	81	100	90	87	101	98	101
CC(=O)Nc1ccc(S(=O)(=O)Nc2nnc(C)c(C)n2)cc1	98	107	106	107	109	91	105	104	143
Cc1ccc(COc2ccc(Cl)cc2Cn2ccnc2)cc1	81	89	·	79	·	76	88	72	89
COc1nc2ccccc2nc1NNC(=O)/C(C#N)=C/c1ccc(Cl)cc1Cl	96	96	104	98	97	98	100	111	111
Cc1ccc(S(=O)(=O)Oc2ccc3oc(=O)c4c(c3c2)CCCCC4)cc1	105	84	94	98	86	61	107	92	100
NS(=O)(=O)c1ccc(Nc2nc3n[nH]c(Nc4ccccc4)c3c(=O)[nH]2)cc1	·	97	100	102	101	92	97	106	102
CCOC(=O)C1=C(C)N(C)C(=O)N(C)C1c1c(Cl)n(C)c2ccccc12 (configuration not stated)	96	93	102	81	96	83	97	106	101

Only U251 and SF-539, for some of the entries so far:
Molecule	U251	SF-539
Cc1ccc(C(=O)O)c(O)c1	96	94
Nc1ccc(-c2ccc(F)cc2F)nc1NC(=O)N1Cc2cn(CC3COC3)nc2C1	90	84
Cc1ccc(COc2ccc(Cl)cc2Cn2ccnc2)cc1	·	89
COc1nc2ccccc2nc1NNC(=O)/C(C#N)=C/c1ccc(Cl)cc1Cl	97	96
CCOC(=O)c1noc2c1CCc1cn(Cc3ccccc3)cc1-2	99	97

Compound activity as filed in PubChem.
